Source: PubChem (National Center for Advancing Translational Sciences (NCATS))
TDP1 inh: blocks human tyrosyl-DNA phosphodiesterase 1 | 0.28% of 350,000 active | recombinant TDP1, AlphaScreen DNA substrate cleavage | Potency, µM (top dose mostly 130 µM), for the others: top-dose activity change, negative = inhibition, most hits filed as inhibitors; note: nearly all actives have a fitted effect of over 40% in size
Target sequence (Q9NUW8 whole entry, looked up): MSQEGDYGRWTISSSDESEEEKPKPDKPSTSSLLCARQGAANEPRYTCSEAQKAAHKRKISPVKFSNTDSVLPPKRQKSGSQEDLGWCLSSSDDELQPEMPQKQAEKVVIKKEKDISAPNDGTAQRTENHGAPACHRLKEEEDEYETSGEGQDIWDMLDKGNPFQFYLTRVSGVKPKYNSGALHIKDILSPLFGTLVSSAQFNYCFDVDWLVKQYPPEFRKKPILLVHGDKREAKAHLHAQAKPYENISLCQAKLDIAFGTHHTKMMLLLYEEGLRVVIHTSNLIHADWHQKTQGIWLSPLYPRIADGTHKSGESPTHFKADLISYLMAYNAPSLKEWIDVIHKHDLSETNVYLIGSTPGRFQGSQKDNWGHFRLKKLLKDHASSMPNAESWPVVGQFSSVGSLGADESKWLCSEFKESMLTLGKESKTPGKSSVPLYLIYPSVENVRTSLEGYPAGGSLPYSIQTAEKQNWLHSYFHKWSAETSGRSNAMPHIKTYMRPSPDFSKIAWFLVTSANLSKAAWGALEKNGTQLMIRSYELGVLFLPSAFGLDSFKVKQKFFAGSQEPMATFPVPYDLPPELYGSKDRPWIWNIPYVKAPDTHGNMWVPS
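Recombinant E. coli-expressed Tdp1 (1 nM) preincubated with compound 15 min at RT, then 5'-biotin/3'-phosphotyrosine-FITC DNA substrate (15 nM) added for 5 min. AlphaScreen beads (10 ug/ml) added, 10 min RT; tyrosine-FITC cleavage read as signal loss.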
TDP1 cell noCPT: qHTS for Inhibitors of human tyrosyl-DNA phosphodiesterase 1 (TDP1): qHTS in cells in absence of CPT; Potency, µM (highest dose often 46.2 µM), for inactives: at the highest dose activity change, negative = growth inhibition, usual class: inhibitors; AID 686978, 2013; DT40 Tdp1-/- hTDP1 cells, no CPT, ATP luminescence, 48 h; 15% of 420,000 active; note: nearly all actives have a fitted effect of over 55% in size
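Growth of hTDP1-complemented DT40 Tdp1-knockout cells is measured by ATP luminescence after at least 48 hr compound exposure at 37 °C, with DMSO substituting for the 20 nM CPT used in the parallel screen.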
DT40 TDP1 CPT: DT40-hTDP1 cell growth loss with CPT. chicken DT40 Tdp1-/-;hTDP1 cells + 20 nM CPT, ATP luminescence, 48 h. Potency, µM (series often up to 46.2 µM), for the others: at the top dose activity change, negative = growth inhibition, usual class: inhibitors. 12% of 420,000 active. AID 686979; note: nearly all actives have a fitted effect of over 55% in size
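Chicken DT40 Tdp1-/- cells complemented with human TDP1, 400 cells/well, exposed to compounds plus 20 nM camptothecin for at least 48 h at 37 C; viability read as ATP content by CellTiter-Glo luminescence.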
The depositor's hits bear a star; ? = inconclusive; . = not tested or not shown; & = joins results of further samples. Calls come from the whole dose curve; as a rule, active = well fitted curve in the direction sought with a large enough effect; inconclusive = small, poorly fitted or top-dose-only effect, or another doubt; inactive = no such curve, though single readings can be large; an effect the other way counts as inactive or inconclusive. % is set by controls: 0 for no effect and ±100 for the full control effect; potency is the fitted concentration of half-maximal effect.

SMILES	TDP1 inh	TDP1 cell noCPT	DT40 TDP1 CPT
CCOc1ccc(/C=C(/NC(=O)c2ccccc2Cl)C(=O)O)cc1	4%	-7%	25%
CC(=O)Nc1ccc(S(=O)(=O)N(C)CC(=O)N/N=C/c2cccs2)cc1	.	-18%	-13%
CC(NC(=O)c1ccccc1NC(=O)c1ccccc1)C(=O)N1CCOCC1 (configuration not stated)	8%	-16%	-4%
Cc1cc(C)n(-c2nc3ccccc3c(=O)n2OCC#N)n1	.	0.65µM*	0.65µM*
CC1CCCN(C(=O)CSc2nnc(-c3cccnc3)n2C2CCCCC2)C1 (configuration not stated)	-2%	-17%	-24%
CCSS(=O)(=O)c1cccc2cccnc12	8%	?	15µM*
O=C1C(=O)N(CC2CCCO2)C(c2ccco2)/C1=C(/O)c1ccc(F)cc1 (configuration not stated)	-8%	11%	5%
COc1ccc(CNC(=O)C2CCN(C(=O)c3ccccc3)CC2)cc1	2%	11%	-11%
CN(C)c1ccc(-c2nn3c(-c4cccnc4)nnc3s2)cc1	-5%	-16%	4%
Cc1cccc(-c2sc(Nc3ccccc3)n[n+]2-c2ccccc2)c1	3%	?	?
O=C(Cn1ncc2c3ccccc3n(Cc3ccc(Cl)cc3)c2c1=O)NCc1ccccn1	10%	?	?
CSc1ncccc1C(=O)Nc1ccccc1N1CCOCC1	0%	9%	-2%
O=C(O)CC12CC3CC(C1)CC(n1ncc(NCc4ccco4)c(Cl)c1=O)(C3)C2	.	10%	13%
CC(C)(C)c1ccc(/C=N/NC(=O)CN2CCS(=O)(=O)CC2)cc1	1%	-4%	4%
CC1(C)Cc2nc(N3CCOCC3)c(C#N)cc2CO1	-1%	-9%	-2%
COc1cc(CNc2ccc(C(=O)O)cc2)cc(Br)c1OCC(=O)NC(C)(C)C	-3%	?	7%
CCOc1ccc2nc(NC(=O)CSc3nc4cccnc4n3C)sc2c1	5%	3.3µM*	8.2µM*
Cn1c(=O)c2c(SCC(=O)NCc3ccco3)nc(-c3cccc(F)c3)nc2n(C)c1=O	0%	-9%	-12%
COc1ccc(NC(=O)c2cccc(S(=O)(=O)N3CCc4ccccc43)c2)cn1	5%	?	-19%
CCOC(=O)CNC(=O)N1CCc2cc(S(=O)(=O)N3CCC(C)CC3)ccc21	0%	-28%	?
COc1ccc(N(Cc2ccccc2)S(=O)(=O)c2ccc(C)cc2)cc1	-1%	?	3%
COc1ccc(Nc2ncnc3ccccc23)cc1	-1%	?	?
COc1ccc(Cn2c(C(=O)O)c(CNC3CCCC3)c3ccc(OC)cc32)cc1	0%	-29%	?
COc1ccc(CCNC(=O)CSc2nnc(Cc3csc(N)n3)n2C)cc1OC	4%	5%	1%
O=C(O)c1cc(-c2ccco2)nn1-c1ccc(Cl)cc1	14µM*	-1%	?
S=C(NCC(c1cccnc1)N1CCOCC1)NC1CCCCC1 (configuration not stated)	0%	-15%	-10%
COc1cc(/C=N/N=C2/C(=O)Nc3ccccc32)ccc1O	4%	-30%	-21%
COc1cc2c3nnc(-c4ccc(F)cc4)c-3cn(Cc3ccccc3F)c2cc1OC	8%	2.6µM*	3.7µM*
COC(=O)C(NC(C)=O)(Nc1ccc(Br)cn1)C(F)(F)F (configuration not stated)	-2%	-16%	-2%
NS(=O)(=O)c1ccc(NC(=O)CSc2cn[nH]n2)cc1	.	-8%	-5%

A different layout for part of the listing above:
SMILES | TDP1 inh | TDP1 cell noCPT | DT40 TDP1 CPT
CC1(C)Cc2nc(N3CCOCC3)c(C#N)cc2CO1 | -1% | -9% | -2%
COc1cc(CNc2ccc(C(=O)O)cc2)cc(Br)c1OCC(=O)NC(C)(C)C | -3% | ? | 7%
CCOc1ccc2nc(NC(=O)CSc3nc4cccnc4n3C)sc2c1 | 5% | 3.3µM* | 8.2µM*
Cn1c(=O)c2c(SCC(=O)NCc3ccco3)nc(-c3cccc(F)c3)nc2n(C)c1=O | 0% | -9% | -12%
COc1ccc(NC(=O)c2cccc(S(=O)(=O)N3CCc4ccccc43)c2)cn1 | 5% | ? | -19%
CCOC(=O)CNC(=O)N1CCc2cc(S(=O)(=O)N3CCC(C)CC3)ccc21 | 0% | -28% | ?
COc1ccc(N(Cc2ccccc2)S(=O)(=O)c2ccc(C)cc2)cc1 | -1% | ? | 3%
COc1ccc(Nc2ncnc3ccccc23)cc1 | -1% | ? | ?
COc1ccc(Cn2c(C(=O)O)c(CNC3CCCC3)c3ccc(OC)cc32)cc1 | 0% | -29% | ?
COc1ccc(CCNC(=O)CSc2nnc(Cc3csc(N)n3)n2C)cc1OC | 4% | 5% | 1%
O=C(O)c1cc(-c2ccco2)nn1-c1ccc(Cl)cc1 | 14µM* | -1% | ?
S=C(NCC(c1cccnc1)N1CCOCC1)NC1CCCCC1 (configuration not stated) | 0% | -15% | -10%
COc1cc(/C=N/N=C2/C(=O)Nc3ccccc32)ccc1O | 4% | -30% | -21%
COc1cc2c3nnc(-c4ccc(F)cc4)c-3cn(Cc3ccccc3F)c2cc1OC | 8% | 2.6µM* | 3.7µM*

Other records:
SMILES	TDP1 inh	TDP1 cell noCPT	DT40 TDP1 CPT
O=C(CCN1CCCC1Cc1ccccc1)c1ccc2c(c1)OCCO2 (configuration not stated)	7%	2.3µM*	2.6µM*
C/C(=N\N(C)C)c1ccc(OCCOc2ccc([N+](=O)[O-])cc2)cc1	4%	26µM*	?
Cc1c(C)n2c(SCC(=O)N3CCOCC3)nnc2[nH]c1=O	.	-6%	-15%
CCN(CC)S(=O)(=O)c1ccc(Cl)c(NC(=O)COC(=O)/C=C/c2ccc(O)c(OC)c2)c1	-1%	?	?
CC(C)C(OC(=O)c1ccco1)C(=O)NC1CCCC1 (configuration not stated)	?	-1%	-2%
O=C(NCC(c1cccs1)N1CCOCC1)c1ccc(Cl)c([N+](=O)[O-])c1 (configuration not stated)	1%	?	?
COc1ccccc1C(=O)Nc1ccc(C(=O)OCc2cc(=O)n3nc(C)sc3n2)cc1	4%	?	?
CCn1c(SCC(=O)NC2CC2)nnc1-c1ccncc1	5%	14%	2%
Cc1cccc(NCCNc2cccc(C)c2)c1	3%	-27%	2%
Cc1cc(C)c(S(=O)(=O)N2CCN(C(=O)C3COc4ccccc4O3)CC2)c(C)c1 (configuration not stated)	-8%	9.2µM*	13µM*
Cc1ccc(N2CC(NC(=O)c3ccc4c(c3)OCO4)CC2=O)cc1 (configuration not stated)	5%	-17%	13%
Nc1nc(SCC(=O)c2ccc(Oc3ccccc3)cc2)n[nH]1	11%	?	?
COc1ccc(/C=N/N=C2\SCC(=O)N2c2c(C)n(C)n(-c3ccccc3)c2=O)cc1OC	-5%	-24%	-3%
COc1cc(CNCc2ccc(OC)cc2OC)cc(OC)c1	.	21µM*	?
CC(CN(C(N)=O)c1ccccc1O)C(=O)O (configuration not stated)	-11%	-9%	1%
O=C(O)c1ccc2c(c1)S(=O)(=O)c1cc(Cl)ccc1C2=O	1%	-13%	-15%
CC1(C)C2CCC(C2)C1(C)NC(=O)CNCC1CCCCC1 (configuration not stated)	-8%	?	0%
CC(C)[C@H](NC(=O)c1ccccc1)C(=O)OCC(=O)N1CCc2ccccc2C1	4%	?	?
Cc1nnc(C)n1/N=C/c1ccc(-c2ccccc2)cc1	0%	-28%	-17%
CN1C(=O)CS(=O)c2ccc(C(=O)NCCC3=CCCCC3)cc21 (configuration not stated)	0%	?	?
Cc1cc([N+](=O)[O-])ccc1NCc1ccc2ccccc2c1	6%	18µM*	?
CC(C)CNC(=O)c1ccccc1NC(=O)CSCc1ccccc1	5%	-5%	-16%
Cc1ccc(NS(=O)(=O)c2cc(NC(=O)c3ccc4c(c3)NC(=O)CS4)ccc2C)c(C)c1	5%	?	?
COc1ccccc1N1CCN(C(=O)c2cc3cc(F)ccc3[nH]2)CC1	.	23µM*	?
O=C(c1ccc(F)cc1)N1CCN(c2cnn(-c3ccccc3)c(=O)c2Cl)CC1	0%	?	-8%
COc1cccc(NC(CNS(=O)(=O)c2ccc(C)cc2)c2ccccc2)c1 (configuration not stated)	-3%	?	?
O=C(Nc1ccc2c(c1)CCC2)c1ccccc1F	3%	-27%	-10%
O=C(O)c1ccccc1OCc1ccccc1Cl	-1%	0%	-17%
COCCNC(=O)C1(C)CCN(C(=O)c2sccc2C)C1 (configuration not stated)	.	-12%	-8%
CC(Sc1nnc(-c2ccc(OC(F)F)cc2)o1)C(=O)NCC1CCCO1 (configuration not stated)	2%	-17%	-11%
Cc1noc(C)c1NC(=O)N(C)C[C@H]1OCCCC[C@@H](C)Oc2ccc(NC(=O)c3ccccc3)cc2C(=O)N([C@H](C)CO)C[C@@H]1C	.	-19%	?
O=C(Cn1cnc([N+](=O)[O-])n1)NCCc1ccccc1	-1%	2%	-14%
CC(=O)c1ccc(Nc2nc(-c3ccccc3)nc3ccccc23)cc1	.	21µM*	?
CCNS(=O)(=O)c1ccc(OC)c(C(=O)NC2CCCCC2)c1	0%	-7%	-4%
Cc1ccc(CN2CCNC(=O)C2CC(=O)N(C)C(C2CC2)C2CC2)o1 (configuration not stated)	3%	-4%	-21%
CN(CCOc1ccccc1)C(=O)C1CCN(C(=O)c2ccc(Cl)cc2)CC1	5%	?	?
O=C(Nc1cccc(S(=O)(=O)N2CCOCC2)c1)c1ccc(=O)[nH]c1	0%	29%	0%
Cc1ccc(Cl)cc1NC(=S)N/N=C/c1cccc2ccccc12	7%	4.6µM*	2.9µM*
Cc1cc(C)cc(S(=O)(=O)Cc2noc(C(=O)NCc3ccccc3)c2C(=O)NCc2ccccc2)c1	0%	?	?
COc1ccc(C2=CC(=O)OC3(CCCC3)O2)cc1	1%	-15%	-16%
Cc1cc2cc(CNC(=O)NC3CCCCC3)ccc2n1C	5%	-6%	5%
N#Cc1cc2c(nc1SCc1ccccc1)CCCC2	8%	-8%	-3%
CCOC(=O)c1c(N)nn(C(=O)c2ccccc2)c1-c1ccccc1	-5%	9%	-8%
Cc1ccc(C(=O)N(CC(=O)NC2CCCCC2)c2ccccc2C)s1	2%	23µM*	?
Cc1ccc(Cn2ccc(NC(=O)c3cc(-c4ccc(F)cc4)on3)n2)cc1	4%	-24%	-23%
CCOC(=O)[C@H]1[C@H]2COc3ccc(Br)cc3[C@@H]2N2C(=O)CN(CC3CCCO3)C(=O)[C@@]12C (some centres not stated)	-14%	1%	-12%
C/C(=N/O)c1cccc(N2Cc3ccccc3C2)c1	.	?	2%
Cc1nn(C)c(Oc2cccc(C(F)(F)F)c2)c1C#N	6%	-13%	0%
OC[C@@H]1CN(Cc2ccc(F)cc2)C[C@H](n2cnc3c(Nc4ccccc4)ncnc32)O1	.	?	?
COc1ccc(OC(=O)c2cc(-c3ccc4c(c3)OCCO4)on2)cc1	1%	?	?
O=C1NCCCN1C1OC(CO)C(O)C1O (configuration not stated)	.	-5%	3%
Cc1ccccc1CNC(=O)Cn1ccc2cc(S(=O)(=O)N3CCCCC3)ccc21	3%	?	?
Cc1nc2ccccc2c(=O)n1/N=C/c1cn[nH]c1-c1ccccc1	1%	15µM*	?
COC(=O)c1ccc2nc(-c3ccc(OC)c(OC)c3)c(Cc3ccsc3)n2c1	.	23µM*	16µM*
COc1cc(NC(=O)Nc2cccc3cccnc23)cc(OC)c1OC	.	-19%	?
Cc1ccc(S(=O)(=O)NCCCC(=O)C=[N+]=[N-])cc1	2%	-7%	8%
Cc1noc(NS(=O)(=O)c2ccc(NC(=O)CSc3ncccn3)cc2)c1C	8%	-9%	-17%
CCN(CC)c1ccc(NC(=O)CN2CCN(c3ccccc3F)CC2)cc1	12%&11%	?	?
Cc1ccc2scc(N3CCCC(C)C3)c(=O)c2c1 (configuration not stated)	2%	-19%	-17%
O=C(COC(=O)C1CCCCC1)Nc1ccc([N+](=O)[O-])cc1	2%	-9%	0%
Continued:
SMILES	TDP1 inh	TDP1 cell noCPT	DT40 TDP1 CPT
OCCCn1c(CCNc2nc(-c3ccc(Cl)cc3)cs2)nc2cc(C(F)(F)F)ccc21	.	?	?
CCOC(=O)CC(=O)CSc1ncnc2c1oc1ccccc12	5%	-22%	-22%
COc1ccc(CN(C)C(=O)/C=C/[C@H]2O[C@@H](n3cnc4c(N)ncnc43)[C@H](O)[C@@H]2O)cc1OC	.	-6%	-14%
CC(NS(C)(=O)=O)C(c1cccs1)N1CCN(C)CC1 (configuration not stated)	3%	0%	3%
CCN(CC)CCN1C(=O)C(=O)/C(=C(/O)c2ccc(F)cc2)C1c1cccnc1 (configuration not stated)	3%	-1%	-11%
Cc1ccc(/C=C2\CCC(C3CCCC3)C2=O)cc1 (configuration not stated)	3%	3%	1%
O=C1Nc2cc(C(=O)NCCCN3CCCC3)ccc2S/C1=C\c1ccccc1	4%	18µM*	?
CCN(CC)c1ccc(NC(=O)c2cccn2-c2nnc(N3CCCCC3)s2)c(C)c1	5%	5.8µM*	5.2µM*
